Screening data deposited in PubChem by several laboratories.
DAX1 inh: NR0B1 (DAX1) inhibition. P51843. inhibition, % at 6.75 µM. HEK293 Gal4-DAX1 luciferase reporter, luminescence. 340,000 compounds, 0.99% hits. AID 504766;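 active means inhibition above the mean over all tested compounds plus 3 SD, cut at about 4.2% in these data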;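 further: 0% = DAX1-transfected cells with DMSO and 100% = empty-vector control cells with DMSO; inhibition shows as a rise in luminescence from relieved DAX1 repression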
Target sequence (P51843 207-470 limits assumed): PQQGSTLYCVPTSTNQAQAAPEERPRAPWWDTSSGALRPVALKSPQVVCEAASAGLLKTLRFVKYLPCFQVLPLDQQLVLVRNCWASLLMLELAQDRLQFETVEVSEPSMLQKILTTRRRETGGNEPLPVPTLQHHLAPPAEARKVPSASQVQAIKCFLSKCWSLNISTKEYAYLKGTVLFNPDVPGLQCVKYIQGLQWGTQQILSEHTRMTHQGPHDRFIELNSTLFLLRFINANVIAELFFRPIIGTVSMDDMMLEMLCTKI
Rev-erbA mod: Rev-erb alpha (human) modulation | activity, % at 10 µM | Rev-erbα–FITC-DNA binding, fluorescence polarization, 90 min | 370,000 compounds, 0.79% hits | P20393;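 active means activity above about 14%, limit read from the data; passing the limit was not always enough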;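 further: 0% = DMSO wells with 35 nM protein and 100% = DMSO wells with 750 nM protein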
Target sequence (P20393 whole entry, looked up): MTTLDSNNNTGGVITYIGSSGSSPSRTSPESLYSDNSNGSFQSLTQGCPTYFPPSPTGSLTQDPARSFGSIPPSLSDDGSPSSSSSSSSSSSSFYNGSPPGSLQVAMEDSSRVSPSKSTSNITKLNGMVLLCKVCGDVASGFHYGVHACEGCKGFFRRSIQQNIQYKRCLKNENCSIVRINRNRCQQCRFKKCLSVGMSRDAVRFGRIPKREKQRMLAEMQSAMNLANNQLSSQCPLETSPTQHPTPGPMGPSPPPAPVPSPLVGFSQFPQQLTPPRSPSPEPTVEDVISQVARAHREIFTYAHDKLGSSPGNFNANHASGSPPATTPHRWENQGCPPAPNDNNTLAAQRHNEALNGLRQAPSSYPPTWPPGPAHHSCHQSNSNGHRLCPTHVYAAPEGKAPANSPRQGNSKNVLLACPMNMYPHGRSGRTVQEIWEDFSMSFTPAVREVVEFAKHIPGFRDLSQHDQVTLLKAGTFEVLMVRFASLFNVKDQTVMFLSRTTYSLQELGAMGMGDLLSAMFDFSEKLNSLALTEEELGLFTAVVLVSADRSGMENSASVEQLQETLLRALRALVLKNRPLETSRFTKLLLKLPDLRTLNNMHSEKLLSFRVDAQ
Active calls of the source: *. Only part of the results is shown; count on the stated rates, not on these rows.

SMILES	DAX1 inh	Rev-erbA mod
CCOc1ccc(-c2cn[nH]c2N)cc1	0.2	3
O=C(NC1CC1)C1CCN(c2ccc(S(=O)(=O)N3CCOCC3)cc2)CC1	0.2	-7
CCN1CCN(CCCNC(=O)c2cn(CCOC)c(=O)c3c2c2ccccc2n3C)CC1	1.4	0
CCOC(=O)c1c(C)n(C)c2ccc(O)c(S(=O)(=O)c3ccccc3)c12	1.2	-5
Cc1ccc(/C=C2\SC(=S)N(CCC(=O)NNS(=O)(=O)c3ccccc3)C2=O)cc1	-1.9	1
COc1ccc(NC(=O)c2sc3nc(N4CCOCC4)c4c(c3c2N)CCCC4)cc1	0.2	-8
CCCCNC(=S)NNC(=O)c1sccc1C	1.6	-4
CCC(C)NC(=O)c1ccccc1NC(=O)c1ccc(CSc2ccc(C)cc2)cc1 (stereo not drawn)	0.5	2
CCOc1cc2[nH]c(=S)n(CCCC(=O)NCc3ccco3)c(=O)c2cc1OCC	0.5	12
COc1ccc(NC(=O)CSc2nnc(Cc3cccs3)n2-c2ccc(C)cc2)cc1	1.9	-1
CCn1cc(C2=NOC(C(=O)Nc3ccccc3C(=O)OC)C2)c(C)n1 (stereo not drawn)	-0.8	5
COc1cc(OC)cc(C(=O)NC(=S)NCc2ccco2)c1	-0.9	8
COc1ccc2c(c1)CCc1c(C(=O)NCc3ccco3)noc1-2	0.7	5
Cc1cc(C(=O)OCC(=O)c2ccc(Br)s2)no1	-0.2	2
COc1ccc(Cc2nnc(NS(C)(=O)=O)s2)cc1	-0.8	0
CCOc1ccc(NC(=O)COC(=O)Cn2cnnn2)cc1OCC	0.8	1
COc1cc(NC(=O)Cc2nn(C)c(=O)c3ccccc23)cc(OC)c1OC	-0.1	3
Cc1cccc(CC2CC(=O)N(C3CCCCC3)C2=O)c1 (stereo not drawn)	-0.5	3
Cc1nn(C)c(C(=O)Nc2ccc(Br)cc2F)c1Br	1.4	-1
CCc1ccc(N/C(SC)=C(/C#N)C(N)=O)cc1	0.0	-2
Clc1ncccc1-c1nc2ccccc2n1Cc1ccccc1	-0.7	2
CCOC(=O)N1CC=C2C(C#N)=C(N)C(C#N)(C#N)[C@H](c3cccs3)[C@H]2C1	0.0	3
COc1cc(-c2c(C#N)c(N)nc(SCc3ccncc3)c2C#N)cc(OC)c1OC	-0.9	-6
O=C(NN1CCOCC1)c1cc(-c2cccc(Cl)c2)nc2ccccc12	0.3	-2
C=CCn1c(SCC(=O)c2ccc(Br)cc2)nnc1C(C)NC(=O)Cc1ccc(OC)cc1 (stereo not drawn)	0.4	-1
CCc1cn(S(=O)(=O)c2ccccc2OC)nc1N	-0.3	2
COc1ccc(Cl)cc1NC(=O)N1CCN(C2CCCCC2)CC1	1.4	3
CCN1C(=O)c2c(C)nc3ccccc3c2C1=O	-0.4	3
CS(=O)(=O)N1CCCC(c2nc(-c3ccc(S(=O)(=O)NCc4ccccc4)cc3)no2)C1 (stereo not drawn)	-3.7	0
CCC(C)n1nnc2c(=O)oc3ccccc3c21 (stereo not drawn)	0.3	-1
CC(C)(C)C(=O)CC1(O)C(=O)N(Cc2ccccc2)c2ccccc21 (stereo not drawn)	-0.1	-3
COc1ccccc1N1CCN(C(=O)c2cc(-c3ccc4c(c3)OCO4)on2)CC1	0.4	0
Nc1nc2nc(-c3ccc(Cl)cc3)cc(C(F)(F)F)n2n1	-0.3	-4
CCCCC(=O)NC(c1ccc(OC)c(OC)c1)c1c(O)ccc2ccccc12 (stereo not drawn)	-0.3	1
CCCOc1ccc(OCC(=O)c2[nH]c(C)c(C(C)=O)c2C)cc1	-1.1	-3
COC(=O)c1ccc(/C=N/NC(=O)c2cccc(F)c2)cc1	2.6	-10
Cc1cc(C)cc(NC(=O)C2CCCN(c3nccc(C)n3)C2)c1 (stereo not drawn)	-0.9	3
Cc1nn(-c2ccccc2)c(N2CCCC2)c1/C=N/O	-0.1	-1
Cc1cc(N2CCN(S(=O)(=O)c3ccc(C)c(C)c3)CC2)c2ccccc2n1	-0.2	5
CCCc1c(CC)c(=N)c2ccccc2n1C	-1.0	-5
O=C(Nc1ccon1)c1cc2c(s1)CCCC2	1.3	1
O=C(CSc1nc(-c2ccccc2)c(-c2ccccc2)[nH]1)Nc1nccs1	-0.6	5
O=C(c1cc(-c2cccs2)on1)N1CCN(c2ccccc2)CC1	0.8	-1
CCCn1c(=O)c(C(=O)Nc2ccccc2C(=O)OCC)c(O)c2ccccc21	1.7	0
Cc1c(C(=O)Nc2cnccn2)oc2ccccc12	2.7	2
CCOc1ccc(C(=O)NCc2ccccn2)cc1	0.7	-2
COc1ccc(C2=NOC(C(=O)NCc3ccccc3)C2)cc1 (stereo not drawn)	-0.7	-7
O=C(c1noc2c1CCCC2)N1CCOCC1	1.0	3
O=C(Nc1ccc(S(=O)(=O)N2CCCc3ccccc32)cc1)C1CCCO1 (stereo not drawn)	-0.5	-2
CCCCN1C(=O)C2ON(c3ccccc3C)C(c3ccco3)C2C1=O (stereo not drawn)	0.2	2
(further entries)
SMILES	DAX1 inh	Rev-erbA mod
Cc1[nH]nc2c1C1(CCOCC1)C(C#N)=C(N)O2	0.2	-4
CCOCCCn1c(=N)c(C(=O)NCc2ccc3c(c2)OCO3)cc2c(=O)n3cccc(C)c3nc21	-0.1	4
Cc1nc(/N=C(\N)NC(=O)c2ccccc2)nc2ccccc12	0.2	0
CCN(c1ccccc1)S(=O)(=O)c1ccc(OC)c(OC)c1	2.5	-4
COc1ccccc1CNC(=O)c1cc2sccc2n1C	-1.1	-1
Cc1ccc(NC(=O)c2ocnc2C)cc1Cl	1.3	-2
NC(=O)CSc1nnc(-c2ccc(S(=O)(=O)N3CCCC3)cc2)n1Cc1ccco1	-0.1	-3
Cc1cc(C)cc(NC(=O)c2cccc(NC(=O)C3C4CC5OC(=O)C3C5C4)c2)c1 (stereo not drawn)	0.7	-1
Cc1ccc(S(=O)(=O)NNc2ccccc2)cc1	-0.1	-3
COc1cccc(-c2ccc(=O)n(CC(=O)Nc3cc4c(cc3NC(C)=O)OCCO4)n2)c1	-0.7	2

22 entries from above, ordered by formula weight, falling.
SMILES	DAX1 inh	Rev-erbA mod
CCOCCCn1c(=N)c(C(=O)NCc2ccc3c(c2)OCO3)cc2c(=O)n3cccc(C)c3nc21	-0.1	4
NC(=O)CSc1nnc(-c2ccc(S(=O)(=O)N3CCCC3)cc2)n1Cc1ccco1	-0.1	-3
Cc1cc(C)cc(NC(=O)c2cccc(NC(=O)C3C4CC5OC(=O)C3C5C4)c2)c1 (stereo not drawn)	0.7	-1
Cc1cc(N2CCN(S(=O)(=O)c3ccc(C)c(C)c3)CC2)c2ccccc2n1	-0.2	5
CCCn1c(=O)c(C(=O)Nc2ccccc2C(=O)OCC)c(O)c2ccccc21	1.7	0
O=C(CSc1nc(-c2ccccc2)c(-c2ccccc2)[nH]1)Nc1nccs1	-0.6	5
O=C(Nc1ccc(S(=O)(=O)N2CCCc3ccccc32)cc1)C1CCCO1 (stereo not drawn)	-0.5	-2
CCCCN1C(=O)C2ON(c3ccccc3C)C(c3ccco3)C2C1=O (stereo not drawn)	0.2	2
O=C(c1cc(-c2cccs2)on1)N1CCN(c2ccccc2)CC1	0.8	-1
Cc1cc(C)cc(NC(=O)C2CCCN(c3nccc(C)n3)C2)c1 (stereo not drawn)	-0.9	3
CCN(c1ccccc1)S(=O)(=O)c1ccc(OC)c(OC)c1	2.5	-4
COc1ccc(C2=NOC(C(=O)NCc3ccccc3)C2)cc1 (stereo not drawn)	-0.7	-7
Cc1nc(/N=C(\N)NC(=O)c2ccccc2)nc2ccccc12	0.2	0
COc1ccccc1CNC(=O)c1cc2sccc2n1C	-1.1	-1
Cc1nn(-c2ccccc2)c(N2CCCC2)c1/C=N/O	-0.1	-1
Cc1ccc(S(=O)(=O)NNc2ccccc2)cc1	-0.1	-3
CCOc1ccc(C(=O)NCc2ccccn2)cc1	0.7	-2
Cc1c(C(=O)Nc2cnccn2)oc2ccccc12	2.7	2
Cc1ccc(NC(=O)c2ocnc2C)cc1Cl	1.3	-2
O=C(Nc1ccon1)c1cc2c(s1)CCCC2	1.3	1
O=C(c1noc2c1CCCC2)N1CCOCC1	1.0	3
CCCc1c(CC)c(=N)c2ccccc2n1C	-1.0	-5

(next part)
SMILES	DAX1 inh	Rev-erbA mod
COc1ccccc1NC(=O)CN1C(=O)C2(OCCCO2)c2ccccc21	1.3	-2
Cc1ccc2nsnc2c1S(=O)(=O)N(Cc1ccco1)Cc1cc2cccc(C)c2[nH]c1=O	0.1	26*
Cc1cc(C)n(S(=O)(=O)Cc2ccccc2)n1	0.3	0
Cc1ccc(S(=O)(=O)N2CCN(C(=O)CN3CCCCC3)C2C(C)C)cc1 (stereo not drawn)	0.9	-2
CCOC(=O)N1CCC(NC(=O)CNS(=O)(=O)c2ccc(Br)s2)CC1	0.6	3
O=C(NCCC(c1ccccc1)c1ccco1)c1cccs1 (stereo not drawn)	0.9	2
CCN(CC)c1ccc(CN(C(=O)c2ccco2)C2CCS(=O)(=O)C2)cc1 (stereo not drawn)	0.3	3
O=C(c1ccc(Cn2cc([N+](=O)[O-])cn2)o1)N1N=C(C(F)F)CC1(O)C(F)F (stereo not drawn)	0.8	-1
CC1CN(C(=O)Cn2cc(S(=O)(=O)CC(=O)N3CCOCC3)c3ccccc32)CC(C)O1 (stereo not drawn)	0.8	-5
CCN(CC)CCNC(=O)C(C)c1nn(CC)c(=O)c2ccccc12 (stereo not drawn)	1.1	-1

Full records from above:
CCOC(=O)N1CCC(NC(=O)CNS(=O)(=O)c2ccc(Br)s2)CC1 across the screens: DAX1 inh: 0.6; Rev-erbA mod: 3
COc1ccccc1NC(=O)CN1C(=O)C2(OCCCO2)c2ccccc21 across the screens: DAX1 inh: 1.3; Rev-erbA mod: -2

More structures
SMILES	DAX1 inh	Rev-erbA mod
CC1(C)N=C(c2cccc(F)c2)C(=O)N1	-0.1	2
O=C(CCN1C(=O)/C(=C/c2cccc(Br)c2)SC1=S)NNC(=O)c1cccnc1	0.8	-2
CCC(Sc1nnnn1-c1ccccc1)C(=O)NC(C)c1ccccc1 (stereo not drawn)	-0.2	-3
COc1ccc(-c2csc(N3CCN(Cc4ccc5c(c4)OCO5)CC3)n2)cc1	0.3	1
CCOC(=O)c1[nH]c(C)c(C(=O)Nc2ccc(C)c(F)c2)c1C	-0.5	-2
COC(=O)C(C)Sc1ccc2nnc(-c3ccc(F)cc3)n2n1 (stereo not drawn)	-0.3	4
CCCN(CCC)CCNc1c(N2CCN(C(=O)OCC)CC2)c(=O)c1=O	0.5	-5
O=C(O)c1c2c(nc3ccc(F)cc13)CCC2	0.0	-4
Cc1oc(/N=C/c2cccc3ccccc23)c(C#N)c1C	-0.2	4
O=C(CN1CCN(CC(=O)Nc2ccc(OCc3ccccc3)cc2)CC1)Nc1ccc(F)cc1	0.7	1
N#Cc1nc(Cc2ccccc2)oc1N1CCN(c2cccc(Cl)c2)CC1	2.5	-1
C1=CC2CC1CC2CN1CCN(c2ccccc2)CC1 (stereo not drawn)	2.5	2
Cc1ccc(-n2nnnc2SCC(=O)c2cc(C)n(-c3cc(C)on3)c2C)cc1	1.4	-6
O=c1cc(-c2ccccc2)[nH]n1-c1ccc([N+](=O)[O-])cc1	-0.6	-2
O=C(CCC(=O)NNC(=O)Nc1ccc(Cl)cc1)NCc1ccccc1	-0.2	0
O=C(Nc1ccc(-n2cnnn2)cc1)c1cn2ccccc2n1	0.5	-10
CCOc1ccc(-n2c(=O)c3c(C)c(C)sc3n(CC(=O)NCc3ccco3)c2=O)cc1	0.1	0
COc1ccc(/C=C/C(=O)NCc2cnn(C)c2C)cc1COc1ccc(Br)cc1	-0.6	2
C=CCc1c(C)nc2c(C(=O)O)cnn2c1C	1.6	1
Cc1ccc2cccc(S(=O)(=O)N3CCN(c4ccccc4F)CC3)c2n1	-1.2	2
C=CCNC(=S)NNC(=O)c1ccc(OCC(C)C)cc1	-0.5	4
COc1ccc(CN/C=C2\CCCCC2=O)cc1	0.5	-1
COc1ccc(C(=O)/C=C/Nc2ccc([N+](=O)[O-])cc2C)c(OC)c1	-0.3	5
CS(=O)(=O)N1CCN(C(=O)c2cc3ccccc3oc2=O)CC1	-0.1	8
Cc1ccc(C(=O)NNC(=S)Nc2cccc(Cl)c2Cl)cc1[N+](=O)[O-]	-0.1	-5
CCOc1ccccc1-n1c(SCC(N)=O)nnc1-c1ccco1	0.1	-2
O=C(O)CCSc1nnc(-c2cccnc2)n1-c1ccccc1	3.1	-8
C=CCSc1ncccc1C(=O)NCc1ccccc1	1.2	0
CC(=O)Nc1c(C(=O)C2CC2)oc2ccccc12	1.5	2
Cc1noc(C)c1C(c1ccccc1)c1ccccc1	0.0	8
Cc1ccc(CNC(=O)COC(=O)c2cnccn2)cc1	-0.6	-2
CCc1noc(C)c1C(=O)N1CCCC1	0.3	-3
CN1CCN(c2ccc([N+](=O)[O-])cc2NC(=O)c2ccccc2Cl)CC1	1.1	-2
O=C(c1cc2c(s1)CCCC2)n1cccn1	0.3	6
CCOc1ccc(OCC)c(NC(=O)C2CCCN(c3nc(C)cc(C)n3)C2)c1 (stereo not drawn)	0.5	0
Cc1cc(C(=O)NCc2ccc(C(=O)O)o2)c(C)o1	0.0	-5
O=C(NCCN1CCOCC1)c1cc(-c2ccc(Cl)cc2)on1	-0.6	-5
CS(=O)(=O)Nc1ccc(C(=O)NCCSC2CCCCC2)cc1	1.3	0
CC1=CC(C)(C)N2C(=O)C3(C(C#N)=C(N)Oc4cc(O)ccc43)c3c(C)c(C)cc1c32 (stereo not drawn)	0.0	1
N/C(=N\OC(=O)Cc1ccc(Cl)cc1)c1cccnc1	-0.4	-3
Cc1cccc(OCCCC(=O)NCc2ccco2)c1	-0.3	1
CCOc1ccc(CNc2ccc(N3CCCC3)cc2)cc1	-0.2	-13
CC(C)(C)c1cc(NC(=O)NN2CCOCC2)nn1-c1c(Cl)cc(Cl)cc1Cl	3.3	0
CC(C)OCCCNC(=O)C(C)Oc1ccccc1 (stereo not drawn)	-0.1	-3
O=C(CSc1nc2ccccc2c(=O)n1-c1ccc(F)cc1)NCc1ccco1	-0.2	1
CCOC(=O)C1=C(C)NC(=O)NC1c1ccc(OC)c(Cl)c1 (stereo not drawn)	1.0	-4
Cc1cc(=O)[nH]c(-c2ccccc2O)n1	0.5	9
